Rac1 wt modul: alters GTP binding to wildtype human Rac1 | P63000 | GST-Rac1 beads, fluorescent GTP binding, flow cytometry; actives lie on both sides; 0 = cold GTP competed, 100 = untreated | GTP binding activity (% of control), % at 10 µM | 190,000 tested, 0.27% active;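 active means GTP binding activity at least 20 points away from the 100% control level, either lower or higher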
Cdc42 wt: human Cdc42 wildtype GTP binding change, either direction. P60953. GST-Cdc42 beads, Bodipy-GTP binding, flow cytometry; actives lie on both sides. percent activity (GTP binding), % at 10 µM. 190,000 tested, 0.2% active. AID 761;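 active means percent activity GTP binding at least 20 points away from the 100% baseline, either down as inhibitor or up as activator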;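 further: median bead fluorescence of bound Bodipy-FL-GTP at 100 nM; 0% = excess unlabeled GTP control and 100% = no compound control; below 100% means less GTP binding so inhibitor and above means activator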
Target sequence (P60953 whole entry, looked up): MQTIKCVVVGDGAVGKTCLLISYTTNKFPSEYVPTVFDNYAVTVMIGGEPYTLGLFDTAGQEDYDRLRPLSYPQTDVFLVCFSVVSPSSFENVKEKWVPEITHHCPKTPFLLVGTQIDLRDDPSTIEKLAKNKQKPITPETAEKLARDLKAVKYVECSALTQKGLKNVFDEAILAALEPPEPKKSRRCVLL
Rab2A wt mod: changes GTP binding to wildtype dog Rab2A, up or down | P61105 | GTP binding activity, % at 10 µM | 190,000 tested, 0.19% active | GST-Rab2 wt beads, Bodipy-GTP binding, flow cytometry;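 active means GTP binding activity at least 20 points away from 100%, either lowered or raised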;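 further: 0% = beads with excess unlabeled GTP and 100% = no-compound control corrected for plate trend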
HRas wt GTP bind: modulators of GTP binding to human HRas wildtype | P01112 | GST-Ras wt beads, Bodipy-FL-GTP binding, flow cytometry; actives lie on both sides | GTP binding activity, % at 10 µM | 190,000 tested, 0.14% active | AID 759;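 active means GTP binding activity at least 20% away from the 100% baseline, either lowered as inhibitor or raised as activator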;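 further: 0% = unlabeled GTP competition control and 100% = no-compound control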
Target sequence (P01112 whole entry, looked up): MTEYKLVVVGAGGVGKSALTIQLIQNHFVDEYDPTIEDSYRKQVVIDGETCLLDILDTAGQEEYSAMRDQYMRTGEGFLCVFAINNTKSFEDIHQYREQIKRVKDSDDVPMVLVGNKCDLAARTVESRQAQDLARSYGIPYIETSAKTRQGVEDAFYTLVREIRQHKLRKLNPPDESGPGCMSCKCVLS
Mcl-1 Bim block: human Bim-Mcl-1 interaction inhibition. inhibition, % at 10 µM. 190,000 tested, 0.1% active. Bead-based flow cytometry, Bim peptide-Mcl-1 binding. AID 1009. Q07820; in the data active means inhibition above about 40%;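 further: 0% = no compound tracer wells and 100% = peptide blocker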
Target sequence (Q07820 whole entry, looked up): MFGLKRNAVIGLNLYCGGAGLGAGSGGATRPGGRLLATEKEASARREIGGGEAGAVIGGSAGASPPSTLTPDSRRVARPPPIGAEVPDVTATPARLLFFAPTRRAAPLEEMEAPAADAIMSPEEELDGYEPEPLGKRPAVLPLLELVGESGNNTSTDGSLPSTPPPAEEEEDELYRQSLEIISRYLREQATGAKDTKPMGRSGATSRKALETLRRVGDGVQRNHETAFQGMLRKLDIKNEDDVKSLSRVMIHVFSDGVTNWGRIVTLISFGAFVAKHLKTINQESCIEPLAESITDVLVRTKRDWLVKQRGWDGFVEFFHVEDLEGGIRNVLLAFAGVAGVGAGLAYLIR
Mcl1 Bid PPI: Mcl-1/Bid interaction inhibition; Q07820; TR-FRET Mcl-1/Bid-Dy647 peptide binding, 1536-well; inhibition, % at 21.7 µM; 220,000 tested, 0.97% active; AID 1021;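 active means compounds that cut the binding signal by more than half at the single screening dose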;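 further: His-tagged Mcl-1 with europium anti-His antibody binding Bid BH3 peptide; 0% = Mcl-1 plus peptide wells and 100% = peptide-only wells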
Avidin fluor: compound fluoresces at 488/530 nm on avidin beads. 220,000 tested, 0.38% active. compound fluorescence 488/530 nm, flow cytometry; stronger effect = higher value. fluorescence (KMESF) at 10 µM. AID 1775; in the data active means fluorescence above about 47; further: inactives centre near 10
Rab7 wt modul: dog Rab7 wildtype GTP binding, inhibitors and activators | GST-Rab7 beads, fluorescent GTP binding, flow cytometry; actives lie on both sides; untreated = 100%, excess cold GTP = 0% | GTP binding activity (percent of control), % at 10 µM | 190,000 tested, 0.055% active;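 active means fluorescent GTP binding to Rab7 beads changed by at least 20 points from the 100% baseline, either direction, mostly lower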;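 further: median green fluorescence of bound Bodipy-FL-GTP per Rab7 bead population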
Pf gamet viab: inhibitors of late stage P. falciparum gametocyte viability; P. falciparum stage V gametocytes, ATP luminescence, 24 h; inhibition, % at 10.9 µM; 150,000 tested, 0.065% active;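 active means inhibition above the mean plus 3 SD of compounds within the control limits, set per campaign, cut at about 38% in these data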;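 further: 0% = DMSO wells and 100% = medium only without gametocytes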
Mcl1 Noxa PPI: Mcl-1/Noxa interaction inhibition | TR-FRET Mcl-1/Noxa peptide binding, 2 h | Q07820 | inhibition, % at 21.7 µM | 220,000 tested, 1.5% active;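 active means compounds that cut the protein-peptide binding signal by more than 50% relative to plate controls in a single-dose test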;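 further: His-tagged Mcl-1 with rhodamine Noxa BH3 peptide and terbium anti-His antibody; 0% = Mcl-1 plus Noxa peptide wells and 100% = peptide-only wells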
Rac1 act GTP bind: modulators of GTP binding to human Rac1 activated mutant | P63000 | GST-Rac1 activated beads, fluorescent GTP binding, flow cytometry; actives lie on both sides; 100% means binding = to untreated wells | percent activity (GTP binding), % at 10 µM | 190,000 tested, 0.11% active;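 active means GTP binding at least 20 percentage points away from the 100% baseline, in either direction, so actives lie on both sides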
* = called active by the depositor; nt = not tested or not shown.

SMILES	Rac1 wt modul	Cdc42 wt	Rab2A wt mod	HRas wt GTP bind	Mcl-1 Bim block	Mcl1 Bid PPI	Avidin fluor	Rab7 wt modul	Pf gamet viab	Mcl1 Noxa PPI	Rac1 act GTP bind
Cc1ccc(/C=N/Nc2ncc(Cl)cc2Cl)s1	106	106	99	101	-3	1	23	102	5	-2	100
CCN(CC)CC(=O)NN=C(c1ccccc1)c1ccccc1	106	107	109	107	-1	-18	14	101	20	-11	102
CCn1nc(C)c(CNC(=O)CC2C(=O)NCCN2Cc2ccc(C)o2)c1C (configuration not stated)	99	95	97	99	1	-51	11	100	-8	-7	95
CCC1(c2ccccc2)C(=O)NCNC1=O	107	107	101	102	-1	7	9	101	nt	15	101
COc1ccccc1CN1C(=O)c2cccc3cccc(c23)C1=O	96	99	97	98	-3	9	15	95	nt	-8	100
O=C(CNS(=O)(=O)c1ccc(C(=O)N2CCOCC2)cc1)N1CCOCC1	99	100	103	101	0	4	10	97	-9	7	99
Cc1nn(CCCC(=O)Nc2cccnc2Cl)c(C)c1[N+](=O)[O-]	98	95	97	97	-2	-24	10	103	-16	15	95
Oc1ccc(Br)cc1/C=N/N1CCCCC1	101	100	99	100	0	-70	15	101	-5	12	100
CCNC(=S)N/N=C/c1ccc(OCC(=O)Nc2ccc(C)cc2)cc1	99	101	100	100	-2	-62	13	103	nt	10	98
CC(C)(C)NC(=O)NC(=O)COC(=O)c1ccc(OC(F)F)cc1	96	97	99	97	-5	-5	15	92	25	10	100
CC1CCN(C(=O)COC(=O)c2ccc(Br)o2)CC1	95	93	94	94	-4	-1	4	93	nt	9	95
COc1ccc(CC(=O)c2c(O)cc(O)cc2O)cc1OC	102	103	101	101	0	-10	11	102	-18	6	100
COc1ccc(CNS(=O)(=O)c2cc(OCC(N)=O)c(C)cc2Cl)cc1	99	97	99	97	-3	5	14	97	-22	-6	98
CCCN1C2CCCC1CC(NC(=S)Nc1cccc(C)c1)C2 (configuration not stated)	101	100	102	99	0	-57	8	101	nt	-3	98
O=C1CCCN1CCCNC(=S)Nc1ccc(Nc2ccccc2)cc1	102	100	95	95	0	-74	10	96	-9	4	98
CC(C)Sc1nc(N2CCOCC2)c2c(c1C#N)CC(C)(C)N(C)C2	106	103	101	101	0	-14	6	99	-2	14	100
O=C(CCc1nc(-c2ccccc2)c(-c2ccccc2)o1)OCc1ccc(Cl)cc1	94	97	96	97	0	-25	33	90	-19	-1	93
Cc1ccc(S(=O)(=O)N(CC(=O)N=Nc2c(O)[nH]c3ccccc23)c2cccc(C)c2)cc1	100	97	97	98	-5	-6	11	98	-10	-9	98
C=CCOC(=O)C1=C(C)OC(N)=C(C#N)C1c1ccc(F)cc1 (configuration not stated)	100	100	95	97	0	-35	13	95	-8	-1	100
Cc1ccc(-c2nn(CC(=O)NCc3cc(-c4nn(C)c(=O)c5ccccc45)ccc3C)c(=O)c3ccccc23)cc1	97	95	95	91	1	79*	487*	97	nt	-48	93

Complete entries, quoted from the list. Order of values: Rac1 wt modul, Cdc42 wt, Rab2A wt mod, HRas wt GTP bind, Mcl-1 Bim block, Mcl1 Bid PPI, Avidin fluor, Rab7 wt modul, Pf gamet viab, Mcl1 Noxa PPI, Rac1 act GTP bind
Oc1ccc(Br)cc1/C=N/N1CCCCC1 is entered as 101, 100, 99, 100, 0, -70, 15, 101, -5, 12, 100
CC(C)Sc1nc(N2CCOCC2)c2c(c1C#N)CC(C)(C)N(C)C2 is entered as 106, 103, 101, 101, 0, -14, 6, 99, -2, 14, 100
CC(C)(C)NC(=O)NC(=O)COC(=O)c1ccc(OC(F)F)cc1 is entered as 96, 97, 99, 97, -5, -5, 15, 92, 25, 10, 100

Continuation:
SMILES	Rac1 wt modul	Cdc42 wt	Rab2A wt mod	HRas wt GTP bind	Mcl-1 Bim block	Mcl1 Bid PPI	Avidin fluor	Rab7 wt modul	Pf gamet viab	Mcl1 Noxa PPI	Rac1 act GTP bind
CN(C)/C=C/C(=O)c1cnc(-c2ccc(Cl)cc2)s1	92	94	96	97	-2	-38	0	102	-36	-6	93
N#Cc1cc(-c2ccccc2)nnc1Sc1ccccc1	102	104	97	103	-1	-18	9	103	5	6	99
COc1ccc(Cl)cc1NC(=O)CN(C(=O)c1ccco1)C1CCCCC1	107	99	102	100	-3	-31	10	99	nt	7	101
COC(=O)CN1C(=O)C2(C(C#N)=C(N)Oc3cc(C)oc(=O)c32)c2ccccc21 (configuration not stated)	107	108	106	106	1	-26	6	105	nt	-26	104
Cc1nc2c(c(N3CCOCC3)n1)OCC(=O)N2	107	104	103	102	0	-19	9	102	nt	-7	101
O=C(Nc1ccc2c(c1)OCO2)c1ccccc1SCC(=O)N1CCCC1	102	104	103	103	0	-4	17	102	nt	-4	101
Cc1cccc(N=Nc2c(O)[nH]c3ccc(F)cc23)c1	102	98	98	98	-2	-1	6	103	-10	-12	97
O=C(Nc1ccc(N2CCN(C(=O)c3ccco3)CC2)c(Cl)c1)c1cc2ccccc2o1	93	92	95	94	-4	-12	10	97	nt	19	95
NNC(=O)CNC(=O)C12CC3CC(CC(C3)C1)C2	101	97	100	102	0	-31	10	103	nt	11	100
CCS(=O)(=O)N1Cc2ccccc2CC1C(=O)N1CCN(c2cccc(C)c2C)CC1 (configuration not stated)	101	102	99	99	-2	-17	11	102	-4	17	99
COc1cccc(C(=O)COC(=O)CCC(=O)NC2CCCCC2)c1	96	97	99	98	0	-21	30	104	18	-18	96
NC(=O)CSc1ccc(-c2ccc(F)cc2)nn1	96	95	94	93	0	-12	8	96	-15	4	96
CCN1CN(Cc2ccco2)CNC1=S	106	103	102	104	-1	-54	0	102	-4	-4	101
O=C(CCn1cccc1)Nc1ccc(OC(F)(F)F)cc1	101	102	101	99	4	-25	14	107	-23	-1	97
CCN1/C(=C/C(=O)c2ccco2)Sc2ccccc21	99	97	99	97	-1	-12	2	94	nt	18	97
COc1cccc(CNC(=O)CCC2CCCN(C(=O)c3cc(C)on3)C2)c1 (configuration not stated)	97	97	95	94	-4	-5	10	93	16	-6	95
COC(=O)C1=C(C(=O)OC)SC2(S1)C(C(=O)OC)=C(C(=O)OC)SC1=C2c2cccc(C)c2NC1(C)C	102	101	100	102	0	-47	8	101	nt	0	98
CN(Cc1ccon1)C(=O)CC1C(=O)NCCN1CC1CCCCC1 (configuration not stated)	100	96	98	98	-1	-26	11	103	-11	1	95
CCCCNC(=O)CSc1nc2cc3c(cc2c(=O)n1CCCN(CC)CC)OCO3	101	101	99	100	-1	22	14	98	-9	-20	98
CCCC1S/C(=N/N=C/c2ccco2)NC1=O (configuration not stated)	108	102	101	101	-3	-15	10	102	17	18	101
O=C1c2ccccc2C(=O)N1CCCC(=O)N1CCCc2ccccc21	101	99	98	99	-1	-1	40	97	nt	-1	100
COc1cc(/C=C/C(=O)Nc2nc3ccc(S(=O)(=O)NC(C)C)cc3s2)cc(OC)c1OC	106	98	98	100	-2	8	4	97	-10	-47	98
COc1cccc(NC(=O)c2nnn(Cc3ccc(Br)cc3F)c2N)c1	107	101	102	101	-2	-6	8	100	nt	-13	101
CC(C)CNc1oc(-c2ccco2)nc1C#N	106	101	97	102	0	-25	5	103	27	8	100
COc1ccccc1C1C(C(C)=O)=C(C)N=c2s/c(=C\c3cc(OC)c(OC)c(OC)c3)c(=O)n21 (configuration not stated)	100	96	95	95	0	9	21	92	-39	1	98
CCCN(CCC)CCNC(=O)c1cc2c(C)nc3ccccc3c2o1	100	97	98	99	0	1	21	96	nt	48	96
Cc1ccc2cn[nH]c2c1[N+](=O)[O-]	98	96	99	96	-2	2	9	101	-12	3	95
Cn1c(CSc2nnc(SCc3ccccc3)s2)nc2ccccc21	90	98	103	98	-4	2	9	102	3	36	96
COc1ccc(-c2nc3ccc(N4CCCC4)cc3c(=O)[nH]2)cc1OC	97	95	95	96	2	-4	10	103	nt	23	96
CCn1cc(C(=O)OCC(=O)Nc2ccc(S(=O)(=O)N3CCCC3)cc2)c(=O)c2ccc(C)nc21	100	97	98	98	4	-2	9	98	nt	-3	94
Cc1ccc(CSCCNC(=O)c2cccc([N+](=O)[O-])c2)cc1	98	94	97	96	-3	-36	8	94	1	-9	96
C=CCn1c(SCC(=O)Nc2nnc(CC)s2)nnc1-c1cccnc1	104	101	101	102	0	-22	3	98	nt	27	100
Cc1cc(C(=O)OCC(=O)N2CC(=O)Nc3ccccc32)c(C)n1-c1ccccc1	97	97	95	95	-3	-22	8	95	-15	29	96
Cc1[nH]c2ccccc2c1C(=O)COC(=O)C1CC(=O)N(Cc2ccccc2)C1 (configuration not stated)	106	106	104	104	0	-3	32	101	nt	0	102
O=c1cc[nH]c2ccc([N+](=O)[O-])cc12	98	96	96	96	0	-34	12	99	10	2	96
Cc1[nH]c(=O)c(C#N)c(C)c1Br	105	95	98	99	3	-18	15	103	-10	-2	97
N#CCCN1CCN(Cn2c3ccccc3c3ccccc32)CC1	99	100	99	100	-1	13	7	98	nt	-17	96
COc1cc(OC)c(C2N(c3ccc(Cl)c(Cl)c3)C(=O)C3CCCN32)cc1OC (configuration not stated)	104	102	101	99	-2	4	13	100	-22	-7	99
CC(Sc1nc2c(cc1C#N)CCCCC2)C(=O)O (configuration not stated)	97	96	97	98	-1	-36	9	103	-4	3	94
NC(=O)CSc1nnc(Cc2ccc3c(c2)OCO3)n1C1CCCCC1	104	103	102	103	-1	-20	6	101	nt	-22	100
O=C(C1CC(=O)N(c2ccc3c(c2)OCCO3)C1)N1CCN(c2ccccc2)CC1 (configuration not stated)	97	99	97	99	-4	-32	9	95	15	44	94
O=C(N/N=C/c1cn(-c2ccccc2)nc1-c1cccnc1)c1ccccc1	97	96	96	99	0	-1	16	95	-34	12	97
CCCSc1nnc(N)s1	97	96	99	96	-1	-12	3	93	5	6	98
Cc1noc(C)c1COc1cccc(C(=O)OC(C)C#N)c1 (configuration not stated)	99	102	98	98	-3	-13	10	96	13	5	97
CCOC(=O)Cn1cc(C#N)c2ccccc21	102	98	97	98	0	-18	10	99	-14	10	96
CC(=O)c1ccc(NC(=S)NCCCN2CCOCC2)cc1	100	99	100	99	1	-72	9	100	25	13	97
COc1ccc(Oc2ccc(N/C=C3\CCCC3=O)cc2)cc1	106	101	102	101	0	-69	10	102	nt	5	102
COCCNC(=O)NC(=O)COC(=O)Cc1ccc2c(c1)OCCO2	108	102	102	103	-4	0	13	105	15	-9	97
COc1ccc(C(=O)NNc2ccccc2)cc1	102	97	99	98	0	-18	7	93	nt	-5	98
COC(=O)c1ccc(Cn2cnc3ccccc3c2=O)cc1	105	101	101	101	-8	-2	33	101	2	5	96
COc1ccccc1S(=O)(=O)c1ccccc1[N+](=O)[O-]	102	101	103	103	0	-1	5	99	5	-1	101
O=C(NC1CCCCC1)C12CC3CC(C1)CC(n1cncn1)(C3)C2	104	103	106	102	0	-8	7	103	-19	15	101

Screening results deposited in PubChem by several laboratories.
